High-throughput results as filed in PubChem BioAssay.
KLK7 zymogen act: activates the human kallikrein-7 zymogen; purified proKLK7, EDANS-DABCYL substrate fluorescence; 100% is mature enzyme control, 0% vehicle; activation, % at 7 µM; 0.9% of 370,000 active; AID 652039;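 active means activation above the mean of all tested compounds plus 3 SD, computed per campaign excluding outliers beyond control limits, cut at about 13% in these data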
UHRF1 binding: human UHRF1 methylated DNA binding inhibitors; Q96T88; UHRF1 binding to methylated oligo, TR-FRET; inhibition, % at 4.4 µM; 0.75% of 370,000 active; AID 687016; in the data active means inhibition above about 21%;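 further: UHRF1 SRA domain binding a hemimethylated CpG hairpin DNA probe; 0% = median of test compound wells and 100% = reference inhibitor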
SIAE inh: human SIAE inhibition, primary screen | inhibition, % at 9.66 µM | Q9HAT2 | SIAE FP-Rh probe binding, fluorescence polarization | 0.69% of 370,000 active;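 active means inhibition above a cutoff: mean of compounds within the control limits plus 3 SD of those, cut at about 17% in these data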;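 further: 0% = plate median of compound wells and 100% = probe without SIAE protein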
DDE Tn6 FP inh: inhibitors of Tn6 peptide binding to human fibrin DD(E) | Fibrin DD(E) TRITC-Tn6 fluorescence polarization displacement | inhibition, % at 8.3 µM | 0.21% of 370,000 active | P02675;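 active means inhibition above a per-campaign cutoff: mean of compounds within control limits plus 3 SD, cut at about 15% in these data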;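 further: 0% = median of all compound wells on the plate and 100% = blocking peptide control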
Target sequence (P02675 whole entry, looked up): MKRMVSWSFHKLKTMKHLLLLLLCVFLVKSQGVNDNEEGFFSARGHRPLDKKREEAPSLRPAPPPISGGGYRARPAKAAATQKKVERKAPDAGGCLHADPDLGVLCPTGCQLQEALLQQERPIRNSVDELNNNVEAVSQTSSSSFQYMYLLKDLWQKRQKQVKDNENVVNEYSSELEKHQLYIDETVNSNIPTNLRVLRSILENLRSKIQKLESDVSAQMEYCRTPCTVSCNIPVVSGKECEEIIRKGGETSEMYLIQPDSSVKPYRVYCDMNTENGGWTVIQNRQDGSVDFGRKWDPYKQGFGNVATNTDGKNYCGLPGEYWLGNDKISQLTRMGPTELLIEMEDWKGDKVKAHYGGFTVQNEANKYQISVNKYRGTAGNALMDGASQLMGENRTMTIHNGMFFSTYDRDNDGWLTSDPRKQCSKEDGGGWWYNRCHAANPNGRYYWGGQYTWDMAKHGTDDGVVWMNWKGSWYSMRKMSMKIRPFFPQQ
TDP2 absorb: TDP2 (human) inhibition, absorbance primary screen. O95551. recombinant TDP2, T5PNP hydrolysis, p-nitrophenol absorbance 415 nm. inhibition, % at 12.8 µM. 0.34% of 370,000 active. AID 720702;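 active means inhibition above the mean of all tested compounds plus 3 SD, set per campaign, cut at about 25% in these data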;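 further: 0% = DMSO with enzyme and 100% = buffer with substrate but no TDP2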
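Material: recombinant human TDP2; quantity: TDP2 enzyme at 120 nM final; medium: Tris-HCl pH 7.5 with MgCl2; compound: single concentration, 12.8 µM nominal, with 1% DMSO; incubation: 2 h enzyme incubation at 37 °C; signal: epi absorbance; measure: percent inhibition; benchmarks: high control without enzyme, low control DMSO plus TDP2; repeats: singlicate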
Tn7 DDE FP: inhibitors of Tn7 peptide binding to human fibrin DD(E). P02675. FP displacement of FITC-Tn7 peptide from fibrin DD(E); 0% = median of compound wells per plate. inhibition, % at 8.3 µM. 0.13% of 370,000 active. AID 720508;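 active means inhibition above the mean of compounds falling within the control limits plus 3 SD of them, cut at about 14% in these data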;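 further: 0% = plate median of compound wells and 100% = 10 µM Aha-Tn7 peptide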
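Test system: human clot-derived fibrin DD(E) complex / Quantity: 2 µM final DD(E) protein / Incubation: 10 min plus 3 h, room temperature / Measured by: fluorescence polarization / Benchmarks: high control of 10 µM Aha-Tn7 peptide / Replicates: singlicate testing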
LEDGF integ inh: blocks HIV-1 LEDGF/p75-dependent DNA integration. inhibition, % at 3.7 µM. AID 743269. TR-FRET IN-LEDGF/p75 DNA integration, Eu/Cy5. 0.64% of 370,000 active;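 active means inhibition above the screen-wide mean plus 3 SD, cut at about 13% in these data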;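 further: signal is the Cy5 over europium emission ratio at 671 and 618 nm; 0% = plate median of compound wells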
TCR-CD3 inh: blocks the human TCR-CD3 interaction | inhibition, % at 9.4 µM | 0.37% of 360,000 active | TAMRA-labeled TCR probe fluorescence, biochemical | AID 651800; in the data active means inhibition above about 19%;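 further: recombinant mutant TCR 2C K166C tagged with TAMRA read by polarization; 0% = receptor in buffer alone and 100% = receptor with positive control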
PRMT1 inh: inhibitors of human PRMT1; Q99873; recombinant PRMT1, activity-based probe fluorescence polarization; inhibition, % at 2.79 µM; 1.3% of 370,000 active; AID 652257;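 active means inhibition above about 21% made by adding two undisclosed values, limit read from the data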
MBD2 inh: inhibitors of human MBD2 binding to methylated oligonucleotide; 0.31% of 370,000 active; Q9UBB5; TR-FRET; AID 686964; inhibition, % at 4.4 µM; in the data active means inhibition above about 13%
Target sequence (Q9UBB5 whole entry, looked up): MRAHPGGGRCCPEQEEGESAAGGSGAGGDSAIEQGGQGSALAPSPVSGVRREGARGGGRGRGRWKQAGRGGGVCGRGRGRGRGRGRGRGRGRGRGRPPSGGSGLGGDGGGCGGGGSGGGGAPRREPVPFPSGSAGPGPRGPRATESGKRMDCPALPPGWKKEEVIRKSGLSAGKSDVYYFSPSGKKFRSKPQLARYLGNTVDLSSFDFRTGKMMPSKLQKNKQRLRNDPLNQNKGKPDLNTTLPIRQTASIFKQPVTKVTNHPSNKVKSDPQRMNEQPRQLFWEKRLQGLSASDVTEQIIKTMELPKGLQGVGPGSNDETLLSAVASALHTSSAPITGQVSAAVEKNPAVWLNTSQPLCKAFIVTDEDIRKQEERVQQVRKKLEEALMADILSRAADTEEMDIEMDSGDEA
Starred values were filed as active, the others as inactive.

Start of the listing, in advance (five entries):
SMILES	KLK7 zymogen act	UHRF1 binding	SIAE inh	DDE Tn6 FP inh	TDP2 absorb	Tn7 DDE FP	LEDGF integ inh	TCR-CD3 inh	PRMT1 inh	MBD2 inh
COc1cc(/C=C2/NC(=O)N(Cc3ccccc3F)C2=O)cc(OC)c1OC	-0.7	-1	4	3	8	-1	1	6	1	-6
O=C(Nc1cccc(S(=O)(=O)Nc2ccc(Cl)cc2)c1)c1ccc[n+]([O-])c1	-0.2	4	-11	1	-7	3	-2	-3	2	5
O=C(CSc1ccccc1F)NC(=O)c1ccccc1Br	-0.4	4	1	3	1	-8	-1	-4	5	-1
CCCCNc1ccc2c(c1)OC[C@H](C)NS2(=O)=O	-0.2	11	3	2	-1	5	3	6	-3	6
COc1cccc(C(O)c2nc(-c3ccncc3)cs2)c1 (stereo not given)	-0.8	1	-3	-5	1	2	-2	-3	3	3

All compounds of this part, repeating the preview:
SMILES	KLK7 zymogen act	UHRF1 binding	SIAE inh	DDE Tn6 FP inh	TDP2 absorb	Tn7 DDE FP	LEDGF integ inh	TCR-CD3 inh	PRMT1 inh	MBD2 inh
COc1cc(/C=C2/NC(=O)N(Cc3ccccc3F)C2=O)cc(OC)c1OC	-0.7	-1	4	3	8	-1	1	6	1	-6
O=C(Nc1cccc(S(=O)(=O)Nc2ccc(Cl)cc2)c1)c1ccc[n+]([O-])c1	-0.2	4	-11	1	-7	3	-2	-3	2	5
O=C(CSc1ccccc1F)NC(=O)c1ccccc1Br	-0.4	4	1	3	1	-8	-1	-4	5	-1
CCCCNc1ccc2c(c1)OC[C@H](C)NS2(=O)=O	-0.2	11	3	2	-1	5	3	6	-3	6
COc1cccc(C(O)c2nc(-c3ccncc3)cs2)c1 (stereo not given)	-0.8	1	-3	-5	1	2	-2	-3	3	3
Cc1ccc(C(=O)/C=C2\NCC(C)NC2=O)cc1 (stereo not given)	0.5	-3	8	-4	-2	-1	-1	-5	3	1
Fc1ccccc1N1CCN(c2nc(-c3cccs3)nc3ccccc23)CC1	0.1	1	-10	2	6	-2	-4	1	6	2
Cn1c(CNC(=O)c2ccccc2F)nnc1SCc1ccc(F)cc1	0.5	5	-4	-5	-12	-4	2	-8	5	4
C[C@@H]1CN([C@H](C)CO)C(=O)CCCn2nncc2CO[C@H]1CN(C)Cc1cccc2c1OCCCO2	-0.6	2	-4	1	-9	-3	0	4	-5	-2
CNc1ccccc1NC(=O)CCn1c(=S)oc2ccccc21	0.2	-1	-2	3	-3	-2	2	5	-3	-4
Cc1ccc(CS(=O)(=O)c2ccc(C(=O)N3CCCCC3)cc2[N+](=O)[O-])cc1	-0.3	3	-4	-2	-33	2	-8	-5	12	5
O=C1CN(C(=O)COC(=O)c2cccs2)c2ccccc2N1	-0.5	2	4	-11	-3	1	2	-2	1	8
O=S(=O)(NCc1ccccc1)c1ccc(NC(=S)NCc2ccco2)cc1	0.2	-1	-12	-2	3	0	2	-3	0	-1
CCN(CC)CCOC(=O)c1cc(Cl)c(N)cc1OC	-0.4	0	-44	3	3	3	-3	7	7	4
CCCCNC(=O)N(O)C1N(CCCC)C(=O)N(CC(=O)OC)C1(C)C (stereo not given)	-0.5	0	0	11	0	4	-2	3	3	2
CCn1cc(CN2CCN(CCC(C)C)C(CCO)C2)c2ccccc21 (stereo not given)	-0.1	0	1	-9	6	2	-3	-4	3	8
CCc1ccc([C@@H]2C[C@H]3[C@@H](CN2S(=O)(=O)c2ccc(C)cc2)C(=O)C[C@@H](c2ccc(Cl)cc2)N3S(=O)(=O)c2ccccc2C)cc1	-0.9	0	-8	6	-2	10	-3	7	1	-4
CCN(CC)C1=CC2=CC(=C(C#N)C#N)CCC2CC1 (stereo not given)	6.1	-107	13	-3	12	-19	-4	4	-57	-19
COC(=O)C1CCN(C(=O)COc2ccc(Cl)cc2)CC1	-0.2	-2	-3	0	2	-5	-4	-7	2	5
COc1cc(C(=O)NCc2cccc(Cl)c2)ccc1OCC(=O)N1CCOCC1	-0.2	-2	-2	-2	3	8	0	4	-1	-6
O=C(Nc1cccc(-c2nc3cc(Cl)ccc3o2)c1)C1CCCO1 (stereo not given)	0.6	1	-5	8	-6	4	6	-8	6	6
O=C1NN=C2CCCCCC12 (stereo not given)	-0.3	0	2	1	0	-6	-6	-7	3	-4
OCCN(CCO)CC(O)Cn1c2ccccc2c2ccccc21 (stereo not given)	0.2	1	-6	5	-5	-3	2	-2	2	2
COc1cccc(CNc2nc3cc(-c4ccccc4C)sc3c(=O)n2C)c1	-1.0	-2	-31	3	1	10	1	0	0	2
CC(C)CCn1nnnc1C(c1ccc(N(C)C)cc1)N1CCN(C(=O)c2ccco2)CC1 (stereo not given)	0.4	2	-2	1	1	0	0	7	4	-3

Quoted at random: 5 entries already listed
SMILES	KLK7 zymogen act	UHRF1 binding	SIAE inh	DDE Tn6 FP inh	TDP2 absorb	Tn7 DDE FP	LEDGF integ inh	TCR-CD3 inh	PRMT1 inh	MBD2 inh
O=C(CSc1ccccc1F)NC(=O)c1ccccc1Br	-0.4	4	1	3	1	-8	-1	-4	5	-1
Cn1c(CNC(=O)c2ccccc2F)nnc1SCc1ccc(F)cc1	0.5	5	-4	-5	-12	-4	2	-8	5	4
Fc1ccccc1N1CCN(c2nc(-c3cccs3)nc3ccccc23)CC1	0.1	1	-10	2	6	-2	-4	1	6	2
CNc1ccccc1NC(=O)CCn1c(=S)oc2ccccc21	0.2	-1	-2	3	-3	-2	2	5	-3	-4
O=C(Nc1cccc(S(=O)(=O)Nc2ccc(Cl)cc2)c1)c1ccc[n+]([O-])c1	-0.2	4	-11	1	-7	3	-2	-3	2	5

Additional entries follow.
SMILES	KLK7 zymogen act	UHRF1 binding	SIAE inh	DDE Tn6 FP inh	TDP2 absorb	Tn7 DDE FP	LEDGF integ inh	TCR-CD3 inh	PRMT1 inh	MBD2 inh
CC(NC(=O)/C(C#N)=C1\N=C(NC(=O)c2ccco2)c2ccccc21)c1ccccc1 (stereo not given)	0.4	-2	1	5	-13	-5	9	-5	-2	-3
Cc1cc(NC(=O)c2ccc(Br)o2)ccc1NC(=O)c1ccco1	0.0	0	-5	-5	-9	-2	1	4	-1	-1
COc1ccccc1C(=O)NCCC(=O)NCCCSc1ccccc1	-0.2	-3	-4	-5	2	-7	-1	0	0	1
CCCCN(C(=O)c1cccc(S(=O)(=O)N(CC)c2ccccc2)c1)c1c(N)n(CC(C)C)c(=O)[nH]c1=O	-0.1	6	1	-5	-1	3	-1	2	-1	0
O=C(NN1C(=O)c2cc(Br)ccc2NC1c1cc(Br)cc(Br)c1O)c1ccncc1 (stereo not given)	0.5	-3	11	-1	-2	2	2	5	-1	-6
O=C1CCN(c2ccccc2)N1	0.3	3	11	0	-3	2	-2	-5	5	2
COc1ccc(-c2oc(=O)c3cc(OC)c(OC)cc3c2/C=C/c2cccc([N+](=O)[O-])c2)cc1	0.7	-3	-4	-10	-2	1	1	2	0	-6
Cc1ccc(NC(=O)CSc2nc(=O)n(CCCN3CCOCC3)c3c2CCCC3)cc1F	0.6	-1	-1	7	9	0	0	-10	3	1
CCOC(=O)c1ccc(NC(=O)COc2ccc(-n3cnnn3)cc2)cc1	0.6	0	3	1	-10	-5	-3	0	0	-4
CCOc1cc(N2CCOCC2)c(OCC)cc1NC(=O)CSc1nc(N)cc(=O)[nH]1	-0.2	-1	8	-3	-8	-5	-5	-5	2	2
CC(NC(=O)CNC(=O)OCc1ccccc1)C(=O)N1CC(O)CC1C(=O)OCc1ccccc1 (stereo not given)	-0.3	1	3	10	2	-4	1	3	0	2
CC(=O)c1cccc(-n2nnnc2SCC(=O)Nc2cccc(NC(=O)c3ccco3)c2)c1	0.1	6	-16	0	7	-11	1	2	2	3
CCOC(=O)Cn1c(=O)oc2cc(S(=O)(=O)NCCc3ccc(OCC)c(OCC)c3)ccc21	0.4	1	3	-1	0	-3	-2	1	-1	1
CCOc1cc(/C=N/Nc2cc(C)nc3ccc(C)cc23)ccc1O	-0.9	-1	5	-7	1	6	-2	-1	0	2
Cc1ccc(NS(=O)(=O)c2cccc(C(=O)N3CCCCCC3)c2)cc1	0.3	3	1	-5	0	2	-2	-4	5	3
CCOc1ccc([C@@H]2CC=C(C(=O)O)[C@H](c3ccc(Cl)cc3)N2S(=O)(=O)c2ccc(C)cc2)cc1	0.9	3	3	-4	6	-6	-1	-6	2	0
CC(C)(C)C(=O)Nc1nnc(CSCc2ccccc2F)s1	-0.6	1	1	-1	-7	4	-5	-1	-1	-4
CCCC(OC(=O)CC1Sc2ccccc2NC1=O)C(=O)NCc1ccco1 (stereo not given)	0.6	0	-3	-4	3	9	2	1	1	-1
COc1ccc2cc(Br)ccc2c1CC(=O)NCCCN1CCOCC1	-0.5	-5	-2	4	8	4	3	1	-1	1
CN1CCN(C2CN(Cc3cn(Cc4ccccc4F)nn3)S(=O)(=O)C2)CC1 (stereo not given)	-0.4	2	4	0	-1	6	3	-7	4	3
CC[C@H](CO)Oc1cc(NCc2cccc(N)c2)c2ncn(C(C)C)c2c1	0.1	1	5	1	8	-3	6	1	2	0
CC(C)CN1C(=O)C(NC(=O)C2CC2)(C(F)(F)F)C2=C1CC(C)(C)CC2=O (stereo not given)	-0.3	1	-5	-4	3	-4	3	-4	-1	5
O=C(C[C@@H]1C=C[C@H](NS(=O)(=O)c2ccccc2F)[C@@H](CO)O1)NCCCN1CCOCC1	0.2	0	-1	-1	1	-5	4	1	-5	-5
CCOC(=O)C1CCCN(c2ncnc3c2oc2ccccc23)C1 (stereo not given)	-0.2	-1	3	4	-2	-3	-1	1	-2	-5
Cc1ccc(N(CC(=O)NCc2ccc(F)cc2)C(=O)c2csnn2)cc1C	-0.6	-1	-1	6	8	1	-3	6	-2	0
Cc1cc(S(=O)(=O)N2CCCC2)ccc1OCC(=O)N1CCC(C(N)=O)CC1	0.2	-4	-4	3	7	-1	1	-2	-4	-2
